# FBW7 act: activators of human E3 ligase FBW7. AlphaScreen FBW7–phospho-cyclin E peptide binding, activator screen. normalized activity (activation), % at 26.1 µM. Q969H0. AID 1259310. hit rate 0.13% among 650,000; in the data active = normalized activity above about 1.9%;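 note: purified mutant Fbw7 with reduced substrate affinity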
# TEAD-YAP block: TEAD-YAP interaction inhibition; inhibition, % at 9.12 µM; hit rate 1.4% among 640,000; HEK-TIYL cells, TEAD-Gal4/YAP UAS-luciferase luminescence; AID 1259422; in the data active = inhibition above about 32%;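 note: 0% = median of test compound wells and 100% = reference inhibitor wells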
# MITF inh: human MITF inhibition, primary screen; AlphaScreen MITF homodimerization, bead proximity signal; inhibition, % at 2.6 µM; hit rate 0.91% among 650,000; AID 1259374; in the data active = inhibition above about 50%;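 note: 0% = vehicle wells with protein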
# Target sequence (O75030 whole entry, looked up): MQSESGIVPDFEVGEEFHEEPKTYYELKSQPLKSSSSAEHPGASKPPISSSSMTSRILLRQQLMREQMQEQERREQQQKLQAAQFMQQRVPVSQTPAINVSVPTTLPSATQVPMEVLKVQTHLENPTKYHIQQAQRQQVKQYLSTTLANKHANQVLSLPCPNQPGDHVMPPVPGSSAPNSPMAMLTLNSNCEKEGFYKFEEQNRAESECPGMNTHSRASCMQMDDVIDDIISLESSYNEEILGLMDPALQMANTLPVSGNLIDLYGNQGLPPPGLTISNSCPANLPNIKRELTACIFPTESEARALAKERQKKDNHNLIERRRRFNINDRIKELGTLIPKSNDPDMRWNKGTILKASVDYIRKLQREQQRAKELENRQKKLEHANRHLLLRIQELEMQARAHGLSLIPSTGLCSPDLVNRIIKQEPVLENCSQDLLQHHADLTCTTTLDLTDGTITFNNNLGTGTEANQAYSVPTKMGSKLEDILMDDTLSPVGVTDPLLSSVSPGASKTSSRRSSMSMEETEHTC
# GPR151 ag: human GPR151 activation; PathHunter beta-arrestin GPR151 cells, luminescence; activation, % at 11.2 µM; hit rate 1% among 650,000; in the data active = activation above about 4.9%;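 note: 0% = median of compound wells and 100% = cells with positive control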
# Target sequence (Q8TDV0 whole entry, looked up): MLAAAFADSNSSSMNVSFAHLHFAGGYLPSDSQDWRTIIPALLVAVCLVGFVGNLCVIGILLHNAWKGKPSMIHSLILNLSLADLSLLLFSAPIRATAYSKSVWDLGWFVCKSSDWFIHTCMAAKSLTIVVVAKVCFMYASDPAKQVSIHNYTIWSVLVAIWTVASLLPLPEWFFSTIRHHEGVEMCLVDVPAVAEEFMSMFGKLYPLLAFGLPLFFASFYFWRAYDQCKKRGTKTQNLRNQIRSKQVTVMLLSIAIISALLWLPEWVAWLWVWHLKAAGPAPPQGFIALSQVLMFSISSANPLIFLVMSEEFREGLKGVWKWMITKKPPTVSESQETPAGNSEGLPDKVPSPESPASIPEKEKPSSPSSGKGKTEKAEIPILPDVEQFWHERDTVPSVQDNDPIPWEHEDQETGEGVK
# Starred values were filed as active, the others as inactive. Compounds as they come. Share with any hit: about 3.5%.
SMILES,FBW7 act,TEAD-YAP block,MITF inh,GPR151 ag
Cc1ccc(S(=O)(=O)N/N=C/C=C/c2ccc(N(C)C)cc2)cc1[N+](=O)[O-],-0.1,-6,17,-0.6
O=C1COc2ccc(C(=O)C[n+]3ccc(Cc4ccc([N+](=O)[O-])cc4)cc3)cc2N1,0.5,0,6,-0.7
Cc1nc2c(c(=O)[nH]1)CN(C(=O)c1cc3nc(C4CC4)cc(C(F)(F)F)n3n1)CC2,0.1,-8,13,1.5
CC1(CC(=O)NN=C2CCC(C(C)(C)C)CC2)OCCO1 (configuration not stated),0.2,-2,3,-0.9
CCOC(=O)/C=C1/Oc2ccccc2NC1=O,-0.1,-2,2,0.3
Cc1nc(N2CCC(C(=O)N3CCC[C@H]3CO)CC2)nc2ccccc12,0.2,7,5,0.4
Cn1c(Nc2nc3ccc(C(=O)NCCc4ccc(O)cc4)cc3s2)nc2ccccc21,0.5,2,10,-3.2
Cc1ccc(C(=O)OCC(=O)N2CCOCC2)cc1,0.2,-8,-4,-1.1
CCc1c(C)sc(NC(=O)C2CC(c3ccccc3Cl)=NO2)c1C#N (configuration not stated),0.0,-5,8,0.1
CCN(C(=O)C1CCCN(c2nc(-c3ccc(OC)cc3)no2)C1)c1ccccc1F (configuration not stated),0.0,-2,7,0.7
Cn1cnnc1SCC(=O)N(Cc1ccccc1)Cc1ccccc1,0.1,0,-12,1.5
COc1ccc(Br)cc1/C=N/n1c(-c2cccnc2)n[nH]c1=S,0.3,7,8,-0.8
CCOc1ccccc1C1c2[nH]c3ccccc3c2CCN1C(=O)CN1C(=O)CSC1=O (configuration not stated),-0.1,-2,-3,-0.9
CC(C)c1ccc2oc(-c3cccc(N)c3)nc2c1,0.1,65*,2,-7.1
CCc1ccc(CNC(=O)CCc2nnc(-c3ccc4c(c3)OCO4)o2)nc1,-0.1,-4,6,2.5
O=C(Nc1cnc2ccccn2c1=O)c1ccccc1,0.0,-45,-4,-5.3
Cc1n[nH]c(C)c1CCN1C(=O)CCC1CCNCc1cccc(C(F)(F)F)c1 (configuration not stated),0.1,-12,-1,-0.9
O=[N+]([O-])c1ccc(N2CCNCC2)cc1N1CCN(Cc2ccccc2)CC1,0.2,-4,1,-0.9
C=CCn1c(SCC(=O)Nc2nnc(-c3ccccc3)s2)nnc1-c1cccnc1,0.1,-7,16,-1.8
O=C(Nc1cc([N+](=O)[O-])cc2oc(-c3ccccc3)cc12)c1ccc(F)cc1F,0.1,1,16,-0.2

# Given as tab-separated lines: part of the list above.
molecule	FBW7 act	TEAD-YAP block	MITF inh	GPR151 ag
CCc1ccc(CNC(=O)CCc2nnc(-c3ccc4c(c3)OCO4)o2)nc1	-0.1	-4	6	2.5
COc1ccc(Br)cc1/C=N/n1c(-c2cccnc2)n[nH]c1=S	0.3	7	8	-0.8

# Continued.
SMILES,FBW7 act,TEAD-YAP block,MITF inh,GPR151 ag
CCOC(=O)C1=C(C)NC2=C(C(=O)CC(c3ccccc3)C2)C1c1ccc(OC)cc1 (configuration not stated),0.0,-1,1,0.5
CCN(CC)c1ccc(C(=O)Nc2sc3c(c2C#N)CCCC3)cc1,-0.2,-1,-10,-1.1
CC1(C)CC(=O)C2=C(C1)OC1=C(C(=O)CC(C)(C)C1)C2c1ccc(O)c([N+](=O)[O-])c1,0.3,-2,12,-1.3
COc1ccc(C(=O)N2CCN(Cc3ccc4c(c3)OCO4)CC2)cc1[N+](=O)[O-],0.9,45*,20,-1.5
CCOCCn1cnc2sc(C(=O)N3CCN(c4ccc(OC)cc4)CC3)c(C)c2c1=O,0.1,4,11,-0.4
Cc1nc(N2CCC(C)CC2)c2c(C)c(C(=O)N(C)CCc3ccccn3)sc2n1,0.2,7,8,1.0
C/C(=N/O)c1ccc(OCCOc2ccc(Br)cc2)cc1,0.0,2,1,1.9
Cc1sc2ncnc(SCC(=O)c3ccccc3F)c2c1C,0.0,-27,-4,-0.4
CCC(CC)C(=O)Nc1nnc(SCC(=O)Nc2ccccc2)s1,-0.1,0,-3,4.8
O=C(CSc1nnc(CSc2ncccn2)n1C1CCCCC1)NC1CCCC1,-0.1,-12,-7,2.6
COc1ccc(C2C(C#N)=C(NC(=O)c3ccccc3OC)Oc3c2ccc2ccccc32)cc1OC (configuration not stated),-0.1,6,9,3.4
O=C(CC1C(=O)NCCN1Cc1cccc(F)c1F)NCCc1ccc(Cl)cc1 (configuration not stated),0.1,0,10,2.2
CCOC(=O)c1c(N)n(-c2cccc(S(N)(=O)=O)c2)c2nc3ccccc3nc12,0.0,3,-3,-0.1
O=S(=O)(c1ccccc1)N(CC(O)CN(Cc1ccccc1)Cc1ccccc1)c1cccc2ccccc12 (configuration not stated),-0.2,-2,4,1.8
Cn1c(=O)n(C/C=C/c2ccccc2)c(=O)c2c1nc1n2CCCN1Cc1ccccc1,-0.6,6,-6,-2.0
COc1ccc(CC(=O)Nc2c(-c3ccc(OC)c(OC)c3)cnn2-c2ccccc2)cc1OC,0.0,-9,15,-0.4
O=C(NCCCO)C(=O)Nc1cccc(Br)c1,0.1,-28,6,-0.4
COc1cccc(NC(=O)CCc2c(C)nc3c(-c4ccccc4)c(C)nn3c2C)c1,-0.1,-14,-6,0.6
CCOc1ccccc1N(C)S(=O)(=O)c1ccc2[nH]cc(C(=O)N3CCC4(CC3)OCCO4)c(=O)c2c1,0.1,-4,1,-0.8
COc1ccc(OC)c(NC(=O)CCCOc2ccccc2C)c1,0.0,-2,1,0.6

# Results in GPR151 ag (two entries from above):
SMILES	GPR151 ag
C/C(=N/O)c1ccc(OCCOc2ccc(Br)cc2)cc1	1.9
CC1(C)CC(=O)C2=C(C1)OC1=C(C(=O)CC(C)(C)C1)C2c1ccc(O)c([N+](=O)[O-])c1	-1.3

# Single records (already shown):
# `CC(C)c1ccc2oc(-c3cccc(N)c3)nc2c1` is listed with FBW7 act = 0.1; TEAD-YAP block = 65*; MITF inh = 2; GPR151 ag = -7.1
# `O=C(CSc1nnc(CSc2ncccn2)n1C1CCCCC1)NC1CCCC1` is listed with FBW7 act = -0.1; TEAD-YAP block = -12; MITF inh = -7; GPR151 ag = 2.6
# `Cc1nc(N2CCC(C(=O)N3CCC[C@H]3CO)CC2)nc2ccccc12` is listed with FBW7 act = 0.2; TEAD-YAP block = 7; MITF inh = 5; GPR151 ag = 0.4

# Following part.
SMILES,FBW7 act,TEAD-YAP block,MITF inh,GPR151 ag
O=C(NCC(c1ccco1)N1CCOCC1)c1cccc(Cl)c1 (configuration not stated),-0.2,0,4,1.0
COc1ccc(S(=O)(=O)Nc2ccc3c(c2)c2c(n3S(=O)(=O)c3ccc(OC)cc3)CCC2)cc1,-0.6,3,2,1.0
Cc1ccc2cc3c(N)c(C(=O)Nc4ccc([N+](=O)[O-])cc4)sc3nc2c1,0.3,10,-4,0.4
CC1CCN(C(=O)c2cc3n(n2)C(C(F)(F)F)CC(c2ccc(Cl)cc2)N3)CC1 (configuration not stated),0.1,-2,-8,0.1
O=C(Nc1nc2c(s1)CCC2C(=O)N1CCc2ccccc21)c1ccccc1 (configuration not stated),0.5,-20,-4,1.3
COc1cc(-c2nc(C=Nc3ccc(Br)cc3)c(O)o2)cc(OC)c1OC,0.1,-1,5,-0.1
Cc1ccc(-n2nc3c(c2NC(=O)COc2ccc(Cl)cc2)CSC3)c(C)c1,0.2,10,-6,0.7
CC(C(=O)N1CCC2(CC1)CC2C(=O)Nc1ccc(-n2cccn2)cc1)N1CCOCC1 (configuration not stated),0.2,3,-13,0.2
Cc1ccc(NC(=O)c2ccc(Br)cc2)cc1,0.0,-39,7,0.5
CC(C)(C)N(Cc1ccccc1)C(=O)c1ccc(Br)o1,-0.2,-2,-15,-0.5
COc1ccc(NC(=O)Cn2c(=O)n(C)c3ncccc32)cn1,-0.2,-4,-7,1.0
CC1(C)CC(=O)c2c(oc3c(Cl)cc(NS(=O)(=O)c4ccccc4)cc23)C1,0.2,13,10,1.4
CC(C)Oc1ccc(C(=O)N2CCN(Cc3nnnn3-c3ccc(F)c(F)c3)CC2)cc1,0.0,-4,-11,0.8
COc1cc(Br)cc(/C=N\NC(=O)c2nonc2N)c1O,-0.2,10,-44,1.7
Cc1ccc(-n2nc3c(c2NC(=O)c2ccc(S(=O)(=O)N4CCCCC4)cc2)CSC3)cc1,0.0,-10,3,-0.4
CCOC(=O)Cc1ccc(NC(=O)Nc2nnc(N(C)Cc3ccccc3)s2)cc1,-0.1,-6,0,2.0
CN1C(=O)N(C)C(=O)C2(Cc3nc4ccccc4c(=O)n3C=C2N)C1=O,-0.1,-2,-7,-0.2
Cc1[nH]c2c(Cl)cccc2c(=O)c1CN1CCCC1,1.6,16,13,-0.2
CCCn1c(SCC(=O)Nc2nc(C)cs2)nnc1-c1ccoc1C,0.0,8,4,1.5
Nn1c(SCc2nc3ccccn3c2Br)nnc1-c1cccnc1,0.0,7,-3,-1.2
NC(C(=O)Nc1ccc(-c2ccncc2)c(Cl)c1)c1ccc(Cl)cc1 (configuration not stated),-0.6,2,29,-0.1
Oc1ccc(CCNc2nc(N3CCN(Cc4ccc5c(c4)OCO5)CC3)nc3c2ncn3-c2ccccc2)cc1,-0.3,10,16,2.4
CCCCNCc1[nH]c2ccccc2c1Cl,-0.3,-11,-9,2.9
Cn1c(CN2CCCC(C(=O)Nc3cccc(-n4cnnn4)c3)C2)nc2ccccc21 (configuration not stated),-0.1,-5,3,0.7
Cc1nnc(SCC(=O)N2CCC(C)CC2)n1-c1ccc(F)cc1,-0.1,3,-6,1.2
Fc1ccccc1COc1ccc(-c2nnc3ccc(C(F)(F)F)cn23)cc1,-0.1,-5,2,3.2
COC(=O)c1ccc(N=Nc2c(C)c(C#N)c(O)[nH]c2=O)cc1,0.0,0,20,-0.1
CCC(=O)N1CCc2ccc(NS(=O)(=O)c3ccc(C(C)C)cc3)cc2C1,0.0,0,-9,1.3
CCN(CC)CCNC(=O)c1ccc2c(=O)n(Cc3ccc(Cl)cc3)c(=S)[nH]c2c1,-0.1,-1,-6,-0.8
Nc1ccccc1-c1nnn(CC(=O)Nc2cccc(F)c2)n1,-0.1,11,1,2.4
CC(C)Cn1cnc2sc3c(c2c1=O)CCC(NC(C)C)C3 (configuration not stated),0.1,1,14,0.2
O=C(NCc1cccnc1)[C@@H]1C[C@H](NCc2ccccc2)CN1Cc1cccc(Cl)c1,-0.1,0,1,-0.2
CNC(=O)COC(=O)c1sccc1C,-0.1,-8,5,0.0
O=S(=O)(NC1=NCCC1)c1ccccc1,-0.1,1,11,-1.3
C=CCn1c(SCC(=O)/C(C#N)=C(\C)N)nc2sc(CC)cc2c1=O,-0.1,-2,-2,-1.6
CCOc1ccc(S(=O)(=O)N/N=C(\C)CC(=O)Nc2cc(Cl)ccc2C)cc1,0.0,4,10,1.9
O=C(Nc1ccc(F)c(F)c1F)c1ccc(CO)cc1,0.0,-18,3,-2.1
Cc1cccc(N(C)S(=O)(=O)c2ccc3[nH]cc(C(=O)NCCc4ccccc4)c(=O)c3c2)c1,-0.1,-13,-11,-0.1
Cc1occc1C(=O)Nc1nc2c(s1)C(=O)CC(C(=O)N(C)C(C)C)C2 (configuration not stated),0.5,3,-10,0.3
CCn1nc(C)c(CNC(=O)c2cc(CC(C)c3ccccc3)no2)c1C (configuration not stated),-0.3,28,-10,0.0
CCOC(=O)c1c(NC(=O)CSc2cn(Cc3ccc(F)cc3)c3ccccc23)sc2c1CCC2,0.0,8,-4,0.5
N#Cc1c(NC(=O)CCl)oc(-c2cccs2)c1-c1cccs1,-0.1,29,4,-1.2
COc1cc2c(cc1OC)C(C(=O)Nc1cc(C)on1)C(c1cccnc1)N(C)C2=O (configuration not stated),0.0,-4,0,-0.1
CC(=O)c1c(C)oc2ccc(O)c(CN3CCOCC3)c12,-0.3,-2,1,0.5
O=C(NCc1cccnc1)c1ccc2nc(NCCCN3CCCC3=O)sc2c1,0.0,-10,2,3.0
CC(C)(C)c1[nH]nc2c1C(c1cccc([N+](=O)[O-])c1)C(C#N)=C(N)O2 (configuration not stated),0.0,3,14,-0.3
COc1ccc(C2C(C(=O)N3CCCCC3)=C(C)NC3=C2C(=O)CCC3)cc1O (configuration not stated),-0.3,-5,1,0.5
COc1ccc(Cl)cc1S(=O)(=O)Oc1cccc2cccnc12,0.4,7,11,-0.7
O=C(Nc1ncccn1)c1ccc([N+](=O)[O-])cc1Cl,0.2,11,14,-1.3
CC(C)OCC(O)CS(=O)(=O)Cc1ccccc1 (configuration not stated),0.1,-3,12,0.3
Cc1cccc(C(=O)Nc2ccc(F)cc2)n1,0.4,-4,8,-2.7
Cc1ccc(-c2nnc(CCC(=O)N(C)Cc3ccccc3)o2)s1,0.0,-73,7,-0.8
CCNC(=O)C(=O)Nc1cccc(C(F)(F)F)c1,0.9,-4,6,2.0
Cc1nc(-c2cnccn2)sc1C(=O)NCCc1ccccn1,-0.1,-6,-5,-1.9
